# Abeta rescue – compounds reversing amyloid beta toxicity in yeast; yeast expressing A-beta42, growth rescue, OD600, 48 h; response scale: 0% DMSO, 100% iron-clioquinol control; AID 1347071; 0.063% of 410,000 active; Potency, µM (top dose mostly 46.1 µM), for the others: at the top dose growth rescue, hits mostly activators; further: potency means the concentration at half of the fitted maximal effect; nearly all actives have a fitted effect of over 55% in size
#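 Yeast A-beta toxicity model in growth medium with pinned compounds, 48 h at 30 C; growth read as absorbance at 600 nm. Normalized to FeCl3/clioquinol equimolar mix (positive) and DMSO (negative).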
# EPAC1 ag – EPAC1 (human) agonism; 0.073% of 360,000 active; Potency, µM (doses to about 154 µM), for inactives: top-dose activation, hits mostly activators; O95398; EPAC1 agonist qHTS, biochemical assay; response scale: 100% = response to 6.5 mM cAMP; AID 720707; further: potency means the concentration at half of the fitted maximal effect; nearly all actives have a fitted effect of over 60% in size
#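 Fluorescent GDP-exchange assay: 100 nM EPAC1 with 250 nM Rap1B preloaded with BODIPY-GDP and 50 uM GDP; compounds tested as concentration series, 5 min at room temperature, then read every 5 min for 30 min (ex 480/em 540 nm); normalized to 6.5 mM cAMP.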
# WRN helicase inh – blocks human WRN helicase | Q14191 | WRN helicase unwinding, fluorescent forked duplex, kinetic | Potency, µM (highest dose often 114 µM), for inactives: top-dose activity change, negative = inhibition, most hits filed as inhibitors | 0.46% of 360,000 active | AID 651768; further: potency means the concentration at half of the fitted maximal effect; on the % scale 0 is the no-effect control and ±100 the full control effect; nearly all actives have a fitted effect of over 55% in size
# Target sequence (Q14191 whole entry, looked up): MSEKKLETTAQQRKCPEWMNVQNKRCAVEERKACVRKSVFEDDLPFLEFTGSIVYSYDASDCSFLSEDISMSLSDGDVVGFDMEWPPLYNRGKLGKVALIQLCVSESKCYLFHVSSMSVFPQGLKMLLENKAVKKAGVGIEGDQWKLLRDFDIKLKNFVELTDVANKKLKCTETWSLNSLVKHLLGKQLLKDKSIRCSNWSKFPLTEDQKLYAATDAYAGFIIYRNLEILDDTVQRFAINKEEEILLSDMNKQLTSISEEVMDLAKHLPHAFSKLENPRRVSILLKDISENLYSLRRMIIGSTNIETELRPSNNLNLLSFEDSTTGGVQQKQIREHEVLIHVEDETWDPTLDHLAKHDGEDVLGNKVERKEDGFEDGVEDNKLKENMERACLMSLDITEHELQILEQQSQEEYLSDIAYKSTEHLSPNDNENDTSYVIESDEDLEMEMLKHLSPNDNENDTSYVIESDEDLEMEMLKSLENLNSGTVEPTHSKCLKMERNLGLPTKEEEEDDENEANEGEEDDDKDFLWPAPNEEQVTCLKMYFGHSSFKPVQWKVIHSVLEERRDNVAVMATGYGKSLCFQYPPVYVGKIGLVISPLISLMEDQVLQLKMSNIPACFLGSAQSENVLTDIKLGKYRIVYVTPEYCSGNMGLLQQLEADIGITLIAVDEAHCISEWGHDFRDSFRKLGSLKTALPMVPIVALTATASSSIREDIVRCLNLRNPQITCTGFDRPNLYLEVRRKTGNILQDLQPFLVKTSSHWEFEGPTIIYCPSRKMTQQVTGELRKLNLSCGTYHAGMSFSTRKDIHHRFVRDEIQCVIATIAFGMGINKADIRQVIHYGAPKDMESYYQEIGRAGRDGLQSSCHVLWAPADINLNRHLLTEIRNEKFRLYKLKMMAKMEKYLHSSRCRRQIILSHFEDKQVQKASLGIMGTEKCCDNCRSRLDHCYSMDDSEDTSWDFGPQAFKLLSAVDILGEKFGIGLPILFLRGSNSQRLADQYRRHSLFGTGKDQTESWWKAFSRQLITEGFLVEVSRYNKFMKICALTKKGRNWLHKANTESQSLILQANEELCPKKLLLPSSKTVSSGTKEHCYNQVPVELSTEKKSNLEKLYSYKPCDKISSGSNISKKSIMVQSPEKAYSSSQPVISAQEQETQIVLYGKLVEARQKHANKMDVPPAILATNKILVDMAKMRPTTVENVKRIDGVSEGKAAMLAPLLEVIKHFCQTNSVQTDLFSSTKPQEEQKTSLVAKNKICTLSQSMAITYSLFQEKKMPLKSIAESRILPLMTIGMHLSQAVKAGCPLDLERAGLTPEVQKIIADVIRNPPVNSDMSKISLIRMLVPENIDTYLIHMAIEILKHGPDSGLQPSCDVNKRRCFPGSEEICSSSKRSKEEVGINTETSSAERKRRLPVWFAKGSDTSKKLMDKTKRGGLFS
#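 Enzyme (20 nM final) and test compound sit together 15 min at room temperature before substrate addition. Substrate is a single-forked duplex oligonucleotide (100 nM) labelled with fluorophore and quencher, with 2 mM ATP; helicase unwinding raises red fluorescence, read kinetically.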
# PI5P4Ka inh – inhibitors of human PI5P4K alpha; P48426; PI5P4Kalpha enzyme, ADP-Glo luminescence, 60 min; stronger effect = lower value; max response, %; 1.2% of 330,000 active; active means max response of -50% or lower; inconclusive means between -30% and -50%; inactive means -30% or higher; further: value at the top dose of about 77 µM; on the % scale 0 is the no-effect control and ±100 the full control effect
#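 Compounds were pin-transferred onto PI5P4Kalpha and substrate in HEPES pH 7.4 buffer with EGTA, CHAPS and 5% DMSO. ATP (5 microM final) started the reaction, which ran 60 minutes at room temperature before ADP-Glo detection.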
# EPAC1 antagonist – antagonists of human EPAC1; O95398; EPAC1 GEF assay, Rap1b-BODIPY-GDP exchange fluorescence; Potency, µM (highest dose often 115 µM), inactives show at the highest dose activity change, negative = inhibition, most hits filed as inhibitors; 0.14% of 360,000 active; AID 720709;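 further: potency means the concentration at half of the fitted maximal effect; plate controls were vehicle for no effect and positive control for full effect; nearly all actives have a fitted effect of over 50% in size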
# FUS yeast rescue – rescues growth of FUS-expressing yeast; AID 1347120; S. cerevisiae FUS-expressing, growth rescue, OD600, 24 h; 0.24% of 390,000 active; Potency, µM (doses to about 76.6 µM), for inactives: at the top dose growth rescue (activation), hits mostly activators;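 further: potency means the concentration at half of the fitted maximal effect; plate controls were DMSO vehicle for no effect and reference control for full effect; nearly all actives have a fitted effect of over 55% in size; some results filed as inactive show a strong effect at the top dose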
#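 S. cerevisiae expressing FUS from galactose induction served as the toxicity model. Growth after 24hr at 30C, read as absorbance at 600 nm, indicates suppression of toxicity; compounds dosed at several concentrations.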
# PLK1 PBD block – inhibitors of human PLK1 polo-box domain binding; P53350; Plk1 PBD binding of FITC phosphopeptide, fluorescence polarization; Potency, µM, without a hit: max response, negative = inhibition, hits mostly inhibitors; 2.8% of 360,000 active; further: potency means the concentration at half of the fitted maximal effect; series mostly up to about 57 µM; on the % scale 0 is the no-effect control and ±100 the full control effect; nearly all actives have a fitted effect of over 65% in size
# IL-2 act – IL-2 activation. IL-2 activation reporter assay, cell-based qHTS; stimulated with anti-CD3/CD4/CD28 beads; in transgenic mouse T cells. AID 652025. activation, % (series mostly up to about 46 µM). 0.065% of 360,000 active; in the data active means activation above about 50%; inconclusive means mostly about 30% to 49%; further: 0% is about no effect
#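 First, unstimulated transgenic mouse T cells were exposed to compound for 60 min. Next, anti-CD3/anti-CD4-coated beads with anti-CD28 were added. Finally, after 18 h at 37 degrees C, EGFP and DsRed were imaged.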
# The depositor's hits bear a star; u = inconclusive; x = no result given; [ ] = another dose, or the depositor's remark. Unless noted, the call rests on the fitted dose curve; in most records, active means well fitted curve in the direction sought with a large enough effect; inconclusive means small, poorly fitted or top-dose-only effect, or another doubt; inactive means no such curve, though single readings can be large; an effect the other way counts as inactive or inconclusive.
cpd	Structure	PI5P4Ka inh	EPAC1 antagonist	PLK1 PBD block	FUS yeast rescue
1	COc1cccc(-c2ncc3ccccc3c2COC(=O)c2ccc(F)cc2)c1	16	-11%	-8%	-13%
2	CSc1ccc(C(=O)C2CCCN(C(=O)CCc3c(C)nn(C)c3C)C2)cc1 (stereo unspecified)	0	2%	-4%	x
3	O=C(CN1CCN(C/C=C/c2ccccc2)CC1)Nc1ccccc1C(=O)NC1CC1	-2	-4%	-5%	-17%
4	COc1ccc(CNCc2cc3c(cc2[N+](=O)[O-])OCO3)cc1	-15	-7%	-9%	26%
5	CCOc1ccc(Nc2oc(-c3ccc(Cl)cc3)nc2C#N)cc1	7	1%	5%	-5%
6	O=C(O)CCC(=O)NNc1nc(-c2ccccc2)c2cc(Cl)ccc2n1	-2	-20%	-8%	-2%
7	CC1=CC(=O)C(C(C)=Nc2ccccc2[N+](=O)[O-])C(=O)O1 (stereo unspecified)	1	-3%	-1%	-15%
8	O=C(Cc1ccccc1)Nc1ccc(NC(=O)c2ccccc2)nc1	1	10%	-10%	-6%
9	COc1ccc(-c2csc(C(O)c3ccccc3)n2)cc1 (stereo unspecified)	7	-2%	2%	8%
10	CN1C(=O)SC(Nc2ccc(F)cc2)C1=O (stereo unspecified)	-2	8%	-12%	13%
11	COc1ccc(CCC(=O)NCCc2ccc(OC)c(OC)c2)cc1	2	-11%	-2%	-1%
12	CC(=O)Nc1ccc(NC(=O)Cn2c(-c3ccc(F)cc3)cnc2SCC(=O)Nc2c(C)cccc2C)cc1	-1	-2%	-5%	43%
13	CCOc1ccc(NC(=O)C2CCCN(S(=O)(=O)c3ccc4c(c3)CCCN4C(C)=O)C2)cc1 (stereo unspecified)	6	3%	6%	u
14	Cc1nc2nc(SCC(=O)c3cccc([N+](=O)[O-])c3)[nH]c2cc1Br	-19	10%	-8%	x
15	O=C(NNc1nc2ccccc2s1)C1CC1	x	10%	-6%	22%

cpd	IL-2 act	WRN helicase inh	EPAC1 ag	Abeta rescue
1	-0.2	-4%	-3%	8%
2	-3.7	-34%	10%	-13%
3	0.5	1%	9%	-6%
4	-0.9	-3%	0%	-20%
5	2.2	-1%	12%	13%
6	-1.6	1%	9%	-7%
7	0.3	-23%	4%	-8%
8	-1.5	-2%	-5%	-14%
9	0.0	-6%	2%	16%
10	-1.6	8%	3%	1%
11	0.3	3%	8%	4%
12	-1.8	5%	-1%	6%
13	-3.3	-12%	15%	4%
14	0.0	-14%	-2%	0%
15	1.5	4%	-1%	2%

# Among those listed so far, these have an aryl methoxy group:
cpd	Structure	PI5P4Ka inh	EPAC1 antagonist	PLK1 PBD block	FUS yeast rescue
1	COc1cccc(-c2ncc3ccccc3c2COC(=O)c2ccc(F)cc2)c1	16	-11%	-8%	-13%
4	COc1ccc(CNCc2cc3c(cc2[N+](=O)[O-])OCO3)cc1	-15	-7%	-9%	26%
9	COc1ccc(-c2csc(C(O)c3ccccc3)n2)cc1 (stereo unspecified)	7	-2%	2%	8%
11	COc1ccc(CCC(=O)NCCc2ccc(OC)c(OC)c2)cc1	2	-11%	-2%	-1%

cpd	IL-2 act	WRN helicase inh	EPAC1 ag	Abeta rescue
1	-0.2	-4%	-3%	8%
4	-0.9	-3%	0%	-20%
9	0.0	-6%	2%	16%
11	0.3	3%	8%	4%

# Following part:
cpd	Structure	PI5P4Ka inh	EPAC1 antagonist	PLK1 PBD block	FUS yeast rescue
16	O=C(NC(=S)/C(=C1\CCCCCN1)[N+](=O)[O-])c1ccccc1	-19	-13%	0%	18%
17	COc1ccccc1NC(=O)c1ccc(N2CC3CC(C2)c2cccc(=O)n2C3)c(NC(=O)c2cccnc2)c1 (stereo unspecified)	-8	-1%	u	16%
18	CC1(C)CC(=O)C=C(c2ccc(F)nc2)C1	5	-1%	-22%	-13%
19	COc1ccc(C(C(=O)NC(C)(C)C)n2c(=O)c(-c3ccccc3)nc3ccccc32)cc1 (stereo unspecified)	4	-21%	-2%	u
20	COC(=O)C1CCN(C(=O)c2ccc(OC3CCN(Cc4ccccn4)CC3)cc2)CC1	9	5%	-1%	-8%
21	O=C(NCc1cccc(Cl)c1)c1cccc(S(=O)(=O)N2CCCC2)c1	-4	-2%	7%	x
22	CCOc1cc(Br)c(CN2C(=O)NC3(CCCCCC3)C2=O)cc1OCC	11	-1%	4%	-4%
23	CC1(C)CC2CN(C(=O)Cc3ccccc3)C(C)(C2)C1 (stereo unspecified)	-12	-14%	21µM*	-21%
24	CCOC(=O)CSc1nc2ccc(S(=O)(=O)N3CCOCC3)cc2[nH]1	0	-13%	-17%	-7%
25	CN(CC(=O)Nc1ccc(F)c(F)c1F)C(=O)c1ccc2c(c1)OCCO2	-8	7%	-12%	-1%
26	C=CCNCCCCOc1ccccc1	0	-6%	2%	x
27	CC(=O)c1cccc(NC(=O)COC(=O)CCC(=O)c2cccs2)c1	2	-2%	-1%	21%
28	Cc1nn(-c2ccc(Cl)cc2)c(NC(=O)C(C)C)c(-c2ccccc2)c1=O	-1	0%	3%	-18%
29	CC(OC(=O)CCNS(=O)(=O)c1ccccc1)C(=O)Nc1ccc(S(=O)(=O)N2CCCCC2)cc1 (stereo unspecified)	3	-4%	-3%	x
30	Cc1ccc(NC(=O)N2CCN(S(=O)(=O)c3ccccc3)CC2)cc1	-6	0%	-5%	-1%

cpd	IL-2 act	WRN helicase inh	EPAC1 ag	Abeta rescue
16	-0.6	-36%	-7%	17%
17	-3.3	-5%	4%	-5%
18	-1.2	-29%	-24%	-15%
19	-0.8	-4%	11%	2%
20	2.0	2%	-5%	-9%
21	2.6	-5%	5%	2%
22	-0.1	-7%	1%	18%
23	3.0	8%	-4%	-8%
24	1.7	2%	1%	8%
25	-0.8	10%	5%	-8%
26	-0.3	5%	-4%	-2%
27	1.1	-9%	6%	-14%
28	-0.8	5%	3%	2%
29	-3.4	-5%	17%	-3%
30	2.0	-1%[11.6 µM]	0%	-6%

# Later entries
cpd	Structure	PI5P4Ka inh	EPAC1 antagonist	PLK1 PBD block	FUS yeast rescue
31	C=CCNC(=O)C1CC2Cn3c(nc4ccccc43)C2N1C (stereo unspecified)	-2	5%	-4%	-24%
32	CCCc1cc(Nc2ccccc2C)n2ncnc2n1	5	-6%	-3%	10%
33	CCCC1NC(=S)N(C2CCCCC2)C1=O (stereo unspecified)	11	15%	-12%	x
34	CCCCCCNC(=O)CC(NS(=O)(=O)c1ccc(NC(C)=O)cc1)C(C)C (stereo unspecified)	x	7%	-8%	u
35	O=C(N/N=C/c1coc2ccc(Cl)cc2c1=O)c1ccc(O)cc1	-19	11%	u	24%
36	COCc1ccc(-c2ccc3c(c2)c(C#Cc2ccsc2)c(-c2cc(OC)cc(OC)c2)n3C)cc1	1	1%	-4%	35%
37	COc1ccc(C2C(C(=O)c3ccco3)=C(O)C(=O)N2CCCn2ccnc2)c(OC)c1 (stereo unspecified)	4	-17%	-19%	27%
38	O=C(O)CN(c1ccccn1)S(=O)(=O)c1ccccc1	19	-6%	2%	-1%
39	CC1=C(C(=O)N(C(C)C)C(C)C)CC(CC(=O)NCc2ccco2)C(=O)N1Cc1ccccc1 (stereo unspecified)	2	2%	-7%	14%
40	COc1ccc(/C=C(/NC(=O)c2ccccc2)C(=O)N/N=C/c2cccs2)cc1OC	x	7%	-2%	36%
41	O=C(CCN1CCN(Cc2ccccc2)CC1)NNC(=O)Nc1cccc([N+](=O)[O-])c1	3	-11%	-14%	8%
42	Cn1c(SCC(=O)NC2CCCCC2)nnc1-c1ccccc1O	-1	-4%	0%	5%
43	COC(=O)c1c(NC(=O)C(C)(C)C)sc2c1C(C(=O)OC)CC2 (stereo unspecified)	4	5%	-10%	9%
44	CCc1ccccc1S(=O)(=O)Cc1ccc(C(=O)N2CCN(c3ccccc3OC)CC2)o1	5	-9%	u	34%
45	COc1cc(OC)cc(-c2c(-c3cccs3)c3cc(-c4ccc(OCc5ccccc5)cc4)ccc3n2C)c1	0	0%	-9%	-7%
46	CCCNC(=O)C1(C)CCCN(C(=O)Cc2cccc(OC)c2)C1 (stereo unspecified)	-2	-16%	-12%	-22%
47	CCCCNC(=S)N(Cc1ccco1)Cc1cc2cc3c(cc2[nH]c1=O)OCCO3	7	9%	0%	x

cpd	IL-2 act	WRN helicase inh	EPAC1 ag	Abeta rescue
31	-0.3	-5%	-17%	-12%
32	-1.2	6%	1%	1%
33	-4.4	-9%	-8%	-13%
34	-2.2	-7%	-6%	-3%
35	-2.9	-1%	15%	-92%[inhibitor]
36	-0.2	-1%	14%	-1%
37	-0.4	7%	4%	-8%
38	-0.3	7%	-3%	4%
39	-0.1	-11%	7%	-4%
40	-2.5	-7%	4%	8%
41	-0.8	-28%	-9%	12%
42	-1.6	-2%	-5%	12%
43	-0.3	-1%	-4%	-3%
44	-2.6	-5%	3%	15%
45	-2.7	3%	7%	-9%
46	-0.4	1%	4%	-20%
47	-0.5	4%	5%	2%

# Full records, quoted from the list. Screens in order: PI5P4Ka inh | EPAC1 antagonist | PLK1 PBD block | FUS yeast rescue | IL-2 act | WRN helicase inh | EPAC1 ag | Abeta rescue
# Record of `CC(OC(=O)CCNS(=O)(=O)c1ccccc1)C(=O)Nc1ccc(S(=O)(=O)N2CCCCC2)cc1` (stereo unspecified) = 3 | -4% | -3% | x | -3.4 | -5% | 17% | -3%
# Record of `COc1ccccc1NC(=O)c1ccc(N2CC3CC(C2)c2cccc(=O)n2C3)c(NC(=O)c2cccnc2)c1` (stereo unspecified) = -8 | -1% | u | 16% | -3.3 | -5% | 4% | -5%

# Assay outcomes: PubChem, National Center for Advancing Translational Sciences (NCATS)
